# GSTO1 inh – inhibitors of recombinant GSTO1, primary screen, counter-screen for RBBP9 inhibitor project, biochemical, fluorescence polarization. AID 1974, 2009. Glutathione S-transferase omega-1 (Homo sapiens), P78417. actives 1.1% (n = 300,000). activity-based probe fluorescence polarization. inhibition, % at 5.96 µM;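 active means inhibition above the campaign mean inhibition plus 3 SD, cut at about 35% in these data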;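 further: 0% = GSTO1-1 with DMSO and 100% = wells lacking GSTO1-1 enzyme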
# Target sequence (P78417 whole entry, looked up): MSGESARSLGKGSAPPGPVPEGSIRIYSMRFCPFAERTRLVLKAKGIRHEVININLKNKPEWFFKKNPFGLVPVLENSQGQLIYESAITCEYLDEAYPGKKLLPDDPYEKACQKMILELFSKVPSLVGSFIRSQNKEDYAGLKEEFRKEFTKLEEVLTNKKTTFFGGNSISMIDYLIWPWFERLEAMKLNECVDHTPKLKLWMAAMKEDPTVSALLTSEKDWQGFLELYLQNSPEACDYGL
# PAFAH2 FP inh – PAFAH2 enzyme inhibitors, primary screen, biochemical, fluorescence polarization, human; Platelet-activating factor acetylhydrolase 2, cytoplasmic (Homo sapiens), Q99487; recombinant PAFAH2, FP-rhodamine activity probe; inhibition, % at 3.39 µM; actives 0.99% (n = 340,000); AID 492956, 2010;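 active means inhibition above the mean over all tested compounds plus 3 SD, cut at about 30% in these data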;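 further: inhibitors block probe labeling of enzyme so polarization drops; 0% = enzyme with DMSO and 100% = wells lacking PAFAH2 protein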
# PAFAH1B2 inh – PAFAH1B2 enzyme inhibitors, primary screen, biochemical, fluorescence polarization, human | recombinant PAFAH1B2, FP-rhodamine activity probe | actives 1.2% (n = 340,000) | inhibition, % at 3.39 µM | AID 492953, 2010 | Platelet-activating factor acetylhydrolase IB subunit alpha2 (Homo sapiens), P68402;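 active means inhibition above the mean of all tested compounds plus 3 SD, cut at about 24% in these data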;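 further: 0% = enzyme with DMSO and 100% = wells lacking PAFAH1B2; many of its hits are not listed in these tables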
# PAD4 FP inh – human PAD4 inhibitors, primary screen, biochemical, fluorescence polarization, 1536-well format; AID 485272, 2010; recombinant PAD4, RCA probe fluorescence polarization; inhibition, % at 6.36 µM; actives 0.41% (n = 330,000);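 active means percent inhibition above a cutoff equal to the mean of all tested compounds plus 3 SD, cut at about 15% in these data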;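 further: 0% = PAD4 with RCA probe and DMSO and 100% = probe without PAD4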
# pPAFAH FP inh – pPAFAH enzyme inhibitors, primary screen, biochemical, fluorescence polarization, human; Platelet-activating factor acetylhydrolase (Homo sapiens), Q13093; recombinant pPAFAH, FP-rhodamine probe fluorescence polarization; inhibition, % at 3.39 µM; actives 1.5% (n = 330,000); AID 463082, 2010;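 active means inhibition above the mean inhibition across the screen plus 3 SD, cut at about 25% in these data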;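 further: inhibitors block binding of the rhodamine activity-based probe so polarization drops; 0% = enzyme with DMSO and 100% = wells lacking pPAFAH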
# Target sequence (Q13093 whole entry, looked up): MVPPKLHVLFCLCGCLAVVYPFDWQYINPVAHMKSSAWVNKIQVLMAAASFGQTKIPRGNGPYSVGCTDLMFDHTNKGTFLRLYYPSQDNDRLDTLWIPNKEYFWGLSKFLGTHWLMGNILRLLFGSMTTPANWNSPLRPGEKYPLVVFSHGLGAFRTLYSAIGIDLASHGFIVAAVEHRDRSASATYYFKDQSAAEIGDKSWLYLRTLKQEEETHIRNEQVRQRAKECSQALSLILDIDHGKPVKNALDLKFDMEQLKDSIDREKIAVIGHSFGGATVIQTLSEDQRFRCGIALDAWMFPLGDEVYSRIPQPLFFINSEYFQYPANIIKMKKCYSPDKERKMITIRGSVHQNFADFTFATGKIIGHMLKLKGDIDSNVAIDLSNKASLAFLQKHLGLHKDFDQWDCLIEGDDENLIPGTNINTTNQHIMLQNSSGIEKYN
# PAFAH1B3 FP inh – PAFAH1B3 enzyme inhibitors, primary screen, biochemical, fluorescence polarization, human; recombinant PAFAH1B3, FP-rhodamine probe; inhibition, % at 3.39 µM; actives 0.28% (n = 340,000); AID 492972, 2010;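 active means inhibition above the screen-wide average of all tested compounds plus 3 SD, cut at about 25% in these data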;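 further: 0% = enzyme with DMSO only and 100% = wells lacking PAFAH1B3 protein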
# LYPLA1 counter – LYPLA1 inhibitors, primary screen, counter-screen for PME1 inhibitor project, biochemical, fluorescence polarization, FP-Rh probe ABPP. inhibition, % at 5.9 µM. recombinant LYPLA1. actives 0.16% (n = 320,000);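 active means inhibition above the mean of all tested compounds plus 3 SD, set per campaign, cut at about 14% in these data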;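 further: inhibitors block serine hydrolase probe labeling of LYPLA1 so polarization falls; 0% = enzyme with DMSO and 100% = wells lacking LYPLA1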
# Target sequence (O75608 whole entry, looked up): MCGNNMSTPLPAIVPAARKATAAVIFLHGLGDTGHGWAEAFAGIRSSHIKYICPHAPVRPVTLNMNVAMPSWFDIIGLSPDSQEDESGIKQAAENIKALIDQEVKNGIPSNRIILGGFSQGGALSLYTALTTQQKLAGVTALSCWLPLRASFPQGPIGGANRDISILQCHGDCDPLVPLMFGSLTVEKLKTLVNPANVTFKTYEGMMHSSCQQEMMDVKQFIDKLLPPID
# PME-1 inh – PME-1 inhibitors via competitive probe labeling, primary screen, biochemical, fluorescence polarization, FP-Rh probe, HTS | recombinant PME-1 | inhibition, % at 5.9 µM | actives 0.53% (n = 320,000) | AID 2130, 2009;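 active means inhibition above the campaign mean of all compounds plus 3 SD, cut at about 26% in these data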;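 further: competitive labeling of PME-1 active site by serine hydrolase directed probe; 0% = PME-1 with DMSO and 100% = wells lacking PME-1 enzyme; inhibitors block probe labeling so polarization falls and inhibition rises; many of its hits are not listed in these tables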
# Fam108B inh – mouse Fam108B serine hydrolase inhibitors, primary screen, counter-screen for RBBP9 inhibitor project, biochemical, fluorescence polarization | inhibition, % at 9.51 µM | AID 1947, 2009 | actives 0.33% (n = 300,000) | recombinant Fam108B, FP-Rh probe fluorescence polarization;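 active means inhibition above the screen mean inhibition plus 3 SD, computed separately per campaign, cut at about 18% in these data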;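 further: inhibitors lower polarization as less probe binds the enzyme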
# * hit, by the source's call; . = no result given. A portion of the library (hit frequency here may not be typical).
SMILES,GSTO1 inh,PAFAH2 FP inh,PAFAH1B2 inh,PAD4 FP inh,pPAFAH FP inh,PAFAH1B3 FP inh,LYPLA1 counter,PME-1 inh,Fam108B inh
CC(=O)Oc1cccc(-c2nc3ccccc3c(=O)o2)c1,-2,40*,-2,2,3,16,-4,-2,-7
COc1ccccc1NCC(O)Cn1c2ccccc2c2ccccc21 (centres undefined),-3,3,2,1,20,7,-4,10,8
S=C(NCc1ccncc1)Nc1ccc(Br)cc1,6,0,5,0,-11,6,0,-2,-2
Cc1c(C)n(CC(O)CN2CCCCC2)c2ccccc12 (centres undefined),13,14,-2,-2,-1,-1,1,0,2
COc1ccccc1/C=N/NC(=O)CC(=O)NCc1ccccc1,-2,-3,4,-3,2,1,-1,0,3
O=C(CSc1n[nH]c(-c2ccccc2Br)n1)NCCN1C(=O)CSC1=O,1,3,4,-1,1,6,2,-2,2
COC(=O)C1=C(CS(=O)(=O)c2cc(OC)ccc2OC)NC(=O)NC1c1ccc(O)c(OC)c1 (centres undefined),1,13,-3,2,1,12,3,-2,3
Cc1ccc2[nH]c3c(c2c1)CCN(C)C3,5,3,-4,-3,3,-5,2,1,-1
COC(=O)CSc1nnc(CNC(=O)c2cc(OC)cc(OC)c2)n1-c1ccc(F)cc1,5,-8,-2,-1,4,4,1,-1,3
O=C(CN1C(=O)NC2(CCCCC2)C1=O)Nc1cccc(Cl)c1Cl,.,0,7,-7,5,5,-4,-3,.
N#CC12C(N)=NC3(OCCO3)C1(C#N)C1=C(CCC1)NC2c1ccccc1 (centres undefined),6,4,0,0,13,4,2,1,-1
CCN(CC)C(=O)COc1ccc(/C=N/NC(=O)c2cc(-c3ccccc3OC)nc3ccccc23)cc1OC,-2,2,4,1,0,2,-6,-5,-7
O=C(NCC1CCCCC1)c1cccnc1,-2,-3,0,0,2,0,-1,-4,1
O=C(CN(Cc1ccccc1)S(=O)(=O)c1ccc(S(=O)(=O)N2CCOCC2)cc1)Nc1ccccc1,1,-5,-1,-2,3,5,7,-6,6
CCOC1CCc2c(C)nc(N)nc2S1 (centres undefined),-4,10,5,-4,3,-7,1,-4,-2
CN1C(=O)C2C3c4ccccc4C(c4ccccc43)[C@@H]2C1=O (some centres undefined),5,-3,3,-3,-2,2,6,-4,-1
CC1(C)C=Cc2c(c3ccccc3[nH]c2=O)O1,-1,-1,6,1,6,1,2,1,-1
COC(=O)c1c(NC(=O)CCCC(=O)O)sc2c1CCCCC2,-6,-8,4,-6,2,20,0,-4,-1
O=C(CCNS(=O)(=O)c1ccccc1)OCC(=O)c1ccc(F)cc1,-1,8,7,-4,34*,-3,-1,4,4
Cc1cn([C@H](C(=O)NCCCCCCCCCCC(=O)N2CCN(C(=O)OC(C)(C)C)CC2)[C@@H](C)O)nn1,2,-5,-1,4,5,-5,2,-5,2

# Entries shown so far that have an NH in an aromatic ring, in the order listed:
SMILES,GSTO1 inh,PAFAH2 FP inh,PAFAH1B2 inh,PAD4 FP inh,pPAFAH FP inh,PAFAH1B3 FP inh,LYPLA1 counter,PME-1 inh,Fam108B inh
O=C(CSc1n[nH]c(-c2ccccc2Br)n1)NCCN1C(=O)CSC1=O,1,3,4,-1,1,6,2,-2,2
Cc1ccc2[nH]c3c(c2c1)CCN(C)C3,5,3,-4,-3,3,-5,2,1,-1
CC1(C)C=Cc2c(c3ccccc3[nH]c2=O)O1,-1,-1,6,1,6,1,2,1,-1

# The list continues.
SMILES,GSTO1 inh,PAFAH2 FP inh,PAFAH1B2 inh,PAD4 FP inh,pPAFAH FP inh,PAFAH1B3 FP inh,LYPLA1 counter,PME-1 inh,Fam108B inh
COc1ccc(OC)c(CC(NC(C)=O)C(=O)NC2CCN(c3nc(OC)nc(OC)n3)CC2)c1 (centres undefined),6,-3,-2,-4,3,-3,0,-4,-1
COc1ccc2[nH]c(=O)c(CN(CCO)S(=O)(=O)c3ccc4c(c3)OCCO4)cc2c1,1,5,3,0,-1,14,0,-1,2
O=C(Cc1ccccc1)N1CCc2ccccc21,3,-1,4,1,1,4,2,0,-5
O=C(NCc1ccco1)c1ccc2c(c1)C(=O)N(C1CCCCC1)C2=O,4,-3,3,3,5,4,11,-8,1
O=C(CN1C(=O)NC2(CCCC2)C1=O)Nc1ccc(Cl)cc1F,4,-2,2,6,0,0,1,4,-2
CC(C(=O)Nc1ccc(O)cc1)c1cccc(C(=O)c2ccccc2)c1 (centres undefined),2,.,.,2,11,.,2,12,-2
Cc1cc(=O)oc2c3c(cc(OCC(=O)NCC(=O)N[C@H](C(=O)O)C(C)C)c12)OC(C)(C)CC3,3,14,3,-4,13,11,4,3,2
N#Cc1c(N)c(C#N)c(-c2ccc3c(c2)OCO3)c2c1CCCC2,-7,-5,-9,-1,24,4,4,3,-1
CCOc1cccc2cc(-c3csc(NC(=O)CCC(=O)NCCCN4CCC(C)CC4)n3)c(=O)oc12,-2,.,.,-6,3,.,-3,-4,3
CCCN(Cc1ccccc1)C(=S)Nc1cccc(C(F)(F)F)c1,5,7,-3,-4,2,4,-3,-1,-2
COc1ccc(/C=C(/NC(=O)c2ccccc2)C(=O)NCCCn2ccnc2)cc1OC,2,-6,0,3,3,6,-6,-3,-1
Cc1ccc(-n2nc3c(c2NC(=O)/C=C\c2ccc4c(c2)OCO4)CSC3)cc1,-11,-19,-6,-8,0,0,-14,-16,-24
Cc1cc(C)cc(OCC(=O)NNC(=O)c2ccccn2)c1,.,-1,6,4,7,7,2,7,.
O=C1CSC(c2ccc([N+](=O)[O-])cc2)N1C1CCCCC1 (centres undefined),10,4,27*,-4,-1,1,-4,1,1
COc1ccc(S(=O)(=O)N(C)CC(=O)N2CCCCC2)cc1Cl,6,4,-1,-4,4,3,0,1,-3
CCc1nnc(NC(=O)CCC(=O)N2CCN(Cc3cc(Cl)ccc3OC)CC2)s1,0,4,5,4,0,-5,-1,1,8
Cc1n[nH]c(C)c1S(=O)(=O)N1CCCC(C(=O)NC2CCCCC2)C1 (centres undefined),0,2,3,0,-4,5,-4,-9,0
Cc1ccc(C(=O)Nc2nnc(S(=O)(=O)N3CCCCCC3)s2)cc1,-15,4,2,1,2,6,1,-7,-2
O=C(CN1CCOC1=O)N1CCCC(Nc2ccc(F)c(F)c2)C1 (centres undefined),-3,-2,1,1,5,4,2,3,1
COCc1nnc(NC(C)=O)s1,-9,5,4,0,-10,4,5,-4,-3
Oc1ccc(C[C@@H]2CNCCN2CC2(c3ccccc3)CC2)cc1,5,12,4,6,-1,1,1,1,0
COc1ccc([N+](=O)[O-])cc1/C=N/NC(=O)/C(=C\c1cccs1)NC(=O)c1ccccc1,5,7,2,-1,8,0,-2,-6,0
O=S(=O)(Cc1cc(NCc2ccccc2)nc(-c2ccncc2)n1)c1ccccc1,-3,-3,13,-8,2,0,-2,3,-3
O=C(C[n+]1ccccc1)Nc1ccccc1,-1,.,.,5,2,.,3,-3,-1
CCN1CCN(S(=O)(=O)c2cc(C)c(OC)cc2C)CC1,0,-2,1,-2,-3,3,2,2,-2
CN(C)c1ccc(NC(=O)c2ccc(COc3cccc(Cl)c3)o2)cc1,-2,23,4,-6,27*,5,-3,13,6
O=C(N/N=C/c1ccccc1)c1c(O)c2ccccc2[nH]c1=O,-3,-21,-6,-4,7,-3,-5,-2,-3
Nc1ccccc1SCC(O)Cn1ccc2ccccc21 (centres undefined),1,3,12,1,4,2,3,-1,7
CC1=CC(=O)C=C(C)C1=NOC(=O)/C=C\c1ccccc1,-3,-7,0,-3,5,2,-9,-25,1
COc1ccc(OC)c(CNc2ccc3c(c2)nc(C)n3C)c1,4,-1,3,-4,5,5,0,0,-3
COc1ccc(N(CC(=O)NCc2ccc(C)cc2)S(=O)(=O)c2c(C)nn(C)c2C)cc1,-1,3,7,-1,-3,0,1,3,-1
O=C(Nc1ccnn1C1CCN(C/C=C/c2ccccc2)CC1)C1CCCC1,-1,-4,-1,-4,2,5,-3,10,2
O=S(=O)(c1ccc(SCCO)nc1)N1CCCC1,4,-3,7,-2,-3,10,3,7,-3
CC(C)CC1NC(=O)N(CC(=O)Nc2ccc3c(c2)CCC3)C1=O (centres undefined),-4,-2,8,-3,-2,7,1,0,-5
O=C(NCc1ccc(Cl)cc1)c1cccc2c1C(=O)N(CC1CCCO1)C2 (centres undefined),-3,7,0,3,5,1,-5,4,2
CCNC(=S)Nc1ccc(N2CCCCC2)cc1,7,-2,5,4,1,10,-2,-2,3
CCN(Cc1ccccc1)C(=O)COC(=O)c1cnc(C)cn1,1,5,-1,-4,2,-1,1,4,-5
Cn1c(=O)[nH]c(=O)c2c1nc(N1CCN(c3ccccc3)CC1)n2CCSc1ncccn1,5,-3,5,-1,0,3,0,0,-2
N#Cc1nc(Cc2ccccc2)oc1N1CCC(Cc2ccccc2)CC1,-2,1,2,2,5,-1,-3,-1,-1

# Profiles, looked up by structure.
# CN(C)c1ccc(NC(=O)c2ccc(COc3cccc(Cl)c3)o2)cc1 is listed with GSTO1 inh: -2; PAFAH2 FP inh: 23; PAFAH1B2 inh: 4; PAD4 FP inh: -6; pPAFAH FP inh: 27*; PAFAH1B3 FP inh: 5; LYPLA1 counter: -3; PME-1 inh: 13; Fam108B inh: 6
# Cn1c(=O)[nH]c(=O)c2c1nc(N1CCN(c3ccccc3)CC1)n2CCSc1ncccn1 is listed with GSTO1 inh: 5; PAFAH2 FP inh: -3; PAFAH1B2 inh: 5; PAD4 FP inh: -1; pPAFAH FP inh: 0; PAFAH1B3 FP inh: 3; LYPLA1 counter: 0; PME-1 inh: 0; Fam108B inh: -2
# O=C(Nc1ccnn1C1CCN(C/C=C/c2ccccc2)CC1)C1CCCC1 is listed with GSTO1 inh: -1; PAFAH2 FP inh: -4; PAFAH1B2 inh: -1; PAD4 FP inh: -4; pPAFAH FP inh: 2; PAFAH1B3 FP inh: 5; LYPLA1 counter: -3; PME-1 inh: 10; Fam108B inh: 2

# Bioassay records as filed in PubChem BioAssay.
